# GPT2 inh = blocks human glutamate pyruvate transaminase 2; Q8TD30; Recombinant GPT2, coupled pyruvate oxidase/HRP Amplex Red fluorescence; Potency, µM (top dose mostly 57.7 µM), without a hit: top-dose activity change, negative = inhibition, most hits filed as inhibitors; 100,000 tested, 0.25% active; AID 1671188; further: potency means the concentration at half of the fitted maximal effect; nearly all actives have a fitted effect of over 60% in size; many of its hits are not listed in these tables
# Target sequence (Q8TD30 whole entry, looked up): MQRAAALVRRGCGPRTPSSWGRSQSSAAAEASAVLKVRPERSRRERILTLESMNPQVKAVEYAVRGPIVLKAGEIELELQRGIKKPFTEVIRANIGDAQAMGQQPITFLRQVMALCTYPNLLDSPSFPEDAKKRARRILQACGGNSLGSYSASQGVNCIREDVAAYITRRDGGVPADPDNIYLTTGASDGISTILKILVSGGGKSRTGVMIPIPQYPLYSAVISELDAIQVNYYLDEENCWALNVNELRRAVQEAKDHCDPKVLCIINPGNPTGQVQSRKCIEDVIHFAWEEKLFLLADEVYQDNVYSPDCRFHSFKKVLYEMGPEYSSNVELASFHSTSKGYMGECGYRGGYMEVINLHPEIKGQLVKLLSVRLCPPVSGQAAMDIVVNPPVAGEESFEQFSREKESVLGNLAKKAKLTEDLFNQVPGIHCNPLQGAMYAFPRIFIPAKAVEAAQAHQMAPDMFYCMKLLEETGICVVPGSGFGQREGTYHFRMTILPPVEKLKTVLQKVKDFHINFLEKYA
#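 Recombinant GPT2 (10ng/uL) with 250uM a-KG and 2mM L-alanine, 30 min at room temperature, in HEPES pH 7.5 buffer. Pyruvate detected by pyruvate oxidase/HRP/Amplex Red fluorescence after 30 min in the dark; AOA (50uM) as positive control.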
# FLuc inh = blocks purified firefly luciferase enzyme activity; purified P. pyralis luciferase, luminescence, biochemical; Potency, µM (highest dose often 115 µM), inactives show at the highest dose activity change, negative = inhibition, usual class: inhibitors; 76,000 tested, 2.5% active; further: potency means the concentration at half of the fitted maximal effect; nearly all actives have a fitted effect of over 65% in size
#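 FLuc 10nM, D-luciferin 10uM, ATP 10uM, Mg acetate 10mM, Tris acetate pH 7.5, Tween/BSA; cpd qHTS; enzyme added last; CCD luminescence.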
# SNCA expr inh = inhibitors of alpha-synuclein (SNCA) gene expression; Potency, µM (series often up to 57.2 µM), without a hit: at the highest dose activity change, negative = inhibition, actives largely listed as inhibitors; HEK-293 SNCA-luciferase knock-in, luminescence, 24 h; 140,000 tested, 0.17% active;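 further: potency means the concentration at half of the fitted maximal effect; plate controls were DMSO cells for no effect and cell-free wells for full effect; nearly all actives have a fitted effect of over 45% in size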
# SNCA viab count = counter-screen for SNCA expression inhibitors: cell viability | HEK-293-SNCA-luc viability, GF-AFC fluorescence, 24 h | Potency, µM (titrated, usually from 57.1 µM), inactives show at the top dose activity change, negative = cytotoxicity, hits mostly cytotoxic | 150,000 tested, 0.12% active;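 further: potency means the concentration at half of the fitted maximal effect; 0% = DMSO-treated cells and -100% = medium-only wells without cells; nearly all actives have a fitted effect of over 30% in size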
#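 HEK-293-SNCA-luc cells (1500/well) plated 24 h, then exposed 24 h to a dilution series; GF-AFC added 30 min at 37C, fluorescence 405/540 nm; normalised to medium-only and DMSO wells, Hill fit.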
# HEK cytotox = HEK 293 cell cytotoxicity. HEK 293 viability, ATP luminescence (CellTiter-Glo), 48-72 h. Potency, µM (highest dose often 115 µM), for inactives: at the top dose activity change, negative = cytotoxicity, most hits filed as inhibitors. 94,000 tested, 6.6% active. AID 1345083; further: potency means the concentration at half of the fitted maximal effect; nearly all actives have a fitted effect of over 60% in size
#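 HEK 293 cells seeded at 250 cells/well were exposed to compound for 48 or 72 hr at 37 degree Celsius. Viability taken as ATP content by CellTiter-Glo luminescence.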
# IP6K1 inh = blocks human inositol hexakisphosphate kinase 1; activity change, % (series mostly up to about 58 µM); AID 1645851; 140,000 tested, 0.81% active; IP6K1 kinase, ADP-Glo luminescence, 2 h; stronger effect = lower value; in the data active means activity change below about -25%
# Target sequence (Q92551 whole entry, looked up): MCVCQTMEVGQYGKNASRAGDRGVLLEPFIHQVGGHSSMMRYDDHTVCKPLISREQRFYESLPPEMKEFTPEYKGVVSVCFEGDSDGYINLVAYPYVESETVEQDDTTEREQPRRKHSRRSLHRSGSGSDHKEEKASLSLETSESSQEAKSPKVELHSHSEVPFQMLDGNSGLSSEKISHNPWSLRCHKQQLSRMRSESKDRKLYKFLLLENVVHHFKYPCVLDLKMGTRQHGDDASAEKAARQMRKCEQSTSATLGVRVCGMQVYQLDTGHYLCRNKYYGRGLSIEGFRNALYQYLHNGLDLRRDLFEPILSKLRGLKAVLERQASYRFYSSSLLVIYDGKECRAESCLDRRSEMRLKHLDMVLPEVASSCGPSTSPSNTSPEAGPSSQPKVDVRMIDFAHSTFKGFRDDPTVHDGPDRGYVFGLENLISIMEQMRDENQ
#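 ADP-Glo luminescence measures ADP made by human IP6K1 during a 2 h RT reaction with ATP/IP6 (mix at 1.3 mM/130 uM); top library doses 57.5 and 19.1 uM final.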
# NIH3T3 tox = kills NIH 3T3 cells; NIH 3T3 viability, CellTiter-Glo ATP luminescence, 48-72 h; Potency, µM (highest dose often 96.7 µM), without a hit: top-dose activity change, negative = cytotoxicity, most hits filed as inhibitors; 94,000 tested, 4.3% active; further: potency means the concentration at half of the fitted maximal effect; nearly all actives have a fitted effect of over 55% in size
#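 Cells were seeded at 400 per well, treated with pin-transferred compound, and kept 48 or 72 hr at 37 °C before CellTiter-Glo addition and luminescence imaging of cellular ATP.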
# Numbers without * were called inactive; i = inactive; u = inconclusive; x = no result given; & = joins results of further samples; [ ] = dose if it differs, or a comment. Unless noted, the call rests on the fitted dose curve; in most records, active means well fitted curve in the direction sought with a large enough effect; inconclusive means small, poorly fitted or top-dose-only effect, or another doubt; inactive means no such curve, though single readings can be large; an effect the other way counts as inactive or inconclusive. Unless noted, on the % scale 0 is the no-effect control and ±100 the full control effect.
SMILES,GPT2 inh,FLuc inh,SNCA expr inh,SNCA viab count,HEK cytotox,IP6K1 inh,NIH3T3 tox
C[C@]12CC[C@@H]3c4ccc(O)cc4CC[C@H]3[C@@H]1CC[C@@H]2OC(=O)CCC1CCCC1,2%&0%,x,-29%[25.6 µM],6%,x,6&-3,x
Cc1cc(NS(=O)(=O)c2ccc(NC(=O)COc3cc(C)c(Br)cc3C(C)C)cc2)no1,x,x,-15%,3%,x,0,x
O=C(Nc1ccccc1)NC1CCCN(c2ccc3nnc(-c4ccccc4)n3n2)C1 (configuration not stated),x,x,x,x,-11%,-4,-27%
CC(=O)NC[C@@H]1C=C(C)[C@H](Cc2nnc(-c3cncn3C)o2)C[C@H]1C(C)C,3%[88.5 µM],-18%[172 µM],15%[87.6 µM],-13%[87.6 µM],-9%[172 µM],-3,-10%[174 µM]
COc1cccc(OCC(=O)c2ccc3c(c2)N(CCCC(=O)NCC2CCCO2)C(=O)CO3)c1 (configuration not stated),-23%,-3%,23%,3%,u,4,u
COCc1cc(=O)n(CC(=O)Nc2cccc(Br)c2)c(N2CCOCC2)n1,i,0%,-3%,0%,u,34,u
CCc1cccc(-n2nnc(-c3nc(-c4ccc5c(c4)OCO5)no3)c2C)c1,x,x,-12%,16%,x,-6,x
CN1CC(C(=O)NCc2cccs2)NC1=O (configuration not stated),i,x,1%[87.6 µM],-2%[12.5 µM],1%[172 µM],-1,-13%[138 µM]
O=C(NCC1CCCO1)Nc1cccc(-c2nnc3n2CCCC3)c1 (configuration not stated),5%,11%,19%,8%,8%,37,-8%
COc1cc(NC(=O)Nc2cccc(-c3ccc(N4CCOCC4)nn3)c2)cc(OC)c1,i,0.71µM*,u,u,u,-7,32µM*
Cc1ccc(NC(=O)Cn2c(C)cc3nc4n(c(=O)c32)CCC4)cc1,i,u,125%[activator],-2%,0%,-6,-12%
CC(C)NC(=O)N1CCNc2cnc(Nc3cccc(C(F)(F)F)c3)nc2C1,-2%[88.5 µM],12%[172 µM],u,u,35µM*,-5,40µM*

# Record cards, as listed above. Values in the order: GPT2 inh, FLuc inh, SNCA expr inh, SNCA viab count, HEK cytotox, IP6K1 inh, NIH3T3 tox
# Record of `Cc1cc(NS(=O)(=O)c2ccc(NC(=O)COc3cc(C)c(Br)cc3C(C)C)cc2)no1` = x, x, -15%, 3%, x, 0, x
# Record of `COc1cc(NC(=O)Nc2cccc(-c3ccc(N4CCOCC4)nn3)c2)cc(OC)c1` = i, 0.71µM*, u, u, u, -7, 32µM*
# Record of `CC(C)NC(=O)N1CCNc2cnc(Nc3cccc(C(F)(F)F)c3)nc2C1` = -2%[88.5 µM], 12%[172 µM], u, u, 35µM*, -5, 40µM*
# Record of `CC(=O)NC[C@@H]1C=C(C)[C@H](Cc2nnc(-c3cncn3C)o2)C[C@H]1C(C)C` = 3%[88.5 µM], -18%[172 µM], 15%[87.6 µM], -13%[87.6 µM], -9%[172 µM], -3, -10%[174 µM]

# (further entries)
SMILES,GPT2 inh,FLuc inh,SNCA expr inh,SNCA viab count,HEK cytotox,IP6K1 inh,NIH3T3 tox
CCOC(=O)C1CCN(C(=O)CN2c3ccc(CC)cc3-c3ccccc3S2(=O)=O)CC1,x,x,38%[activator],-11%,x,6,x
OC[C@@H]1CN(Cc2ccc(F)cc2)C[C@H]1c1nc(-c2ccncc2)no1,-21%,u,-18%,-18%,u,13,u
Cc1ccc(C)c(C(=O)NCc2nnc3cc(-c4nc(C5CC5)no4)ccn23)c1,4%,0%,-18%,1%,u,33,u
CNC(=O)[C@H]1C[C@H](Oc2cccnc2)CN1S(=O)(=O)c1ccc(OC)cc1,0%,0%,57%[activator],-19%,-2%,9,-27%
COc1ccc(N2CCN(C(=O)C3CCCN(S(=O)(=O)c4ccc5c(c4)oc(=O)n5C)C3)CC2)cc1 (configuration not stated),x,x,24%,4%,x,-15,x
CCc1ccc(C2CC(=O)c3c([nH]c(C(=O)OC4CCC(C)CC4)c3C)C2)cc1 (configuration not stated),x,x,10%,-1%,x,19,x
O=C(/C=C\c1ccc2c(c1)OCO2)NC1CC(=O)N(c2ccc(Cl)cc2)C1 (configuration not stated),x,x,-8%,-10%,x,28,x
CCCn1ncc(C(=O)NCC2(O)CCCNC2)c1C (configuration not stated),i,9%,14%,-11%,0%,-8,3%
C[C@H]1[C@@H]2[C@@H](O)C([C@H](C)C(=O)N3CCCCC3)CC[C@@]2(C)CC[C@@H]1NC(=O)c1ccccn1 (some centres not stated),u,-2%,20%,-7%,-9%,3,-28%
COC[C@H]1C[C@@H](NS(=O)(=O)c2ccc(F)cc2)[C@H](O)[C@@H]1O,i,-1%[172 µM],u,4%[87.6 µM],i,12,-4%[138 µM]
CCOC(=O)c1c(NC(=O)c2cc(=O)c3cc(C)ccc3o2)sc2c1CCCC2,x,x,42%[activator],2%,x,9,x
CC(C)C(O)C1CCN(c2nccc(-c3cc(C(=O)O)ccn3)n2)CC1 (configuration not stated),-13%,50µM*,-27%,-6%,-18%,-24,-11%
Cc1nc([C@@H]2CN(C(=O)c3sccc3C)C[C@H]2C(N)=O)n[nH]1,i,4%,3%,0%,0%,24,i
CSCCNC(=O)C1CCN(c2nccc(Nc3ccccc3Cl)n2)CC1,i,x,u,-7%[12.5 µM],u,1,35µM*
COc1ccc(S(=O)(=O)N2CCn3nnc(CCC(=O)N4CCOCC4)c3C2)cc1,-29%,-6%,-1%,11%,2%,-8,-11%
COc1ccc(C)cc1NC(=O)c1cnc2ccc(C)cn2c1=O,x,x,u,1%,x,10,x
COc1ccc(-c2csc3ncnc(Nc4ccc(OC)cc4OC)c23)cc1,x,x,2%,-6%,x,0,x
COc1ccc(C2(C(=O)N3C[C@@H](CO)[C@H](c4nc(C)no4)C3)CC2)cc1,i,-1%,-1%,-14%,-21%,7,-13%
COCc1cc(=O)n(CC(=O)Nc2ccc(OC)cc2)c(N2CCOCC2)n1,-47%,-1%,6%,-27%,-11%,12,-26%
Cc1ccc(C(=O)NC2CCCN(c3ccc4nnc(-c5ccccc5)n4n3)C2)cc1 (configuration not stated),x,x,x,x,u,19&21,u
COc1cc(OC)c(OC)cc1/C=C/c1nc2ccccc2c(=O)n1-c1ccc(Br)c(C)c1,x,x,u,-4%,x,-3,x
CC(=O)Nc1ccc(NC(=O)Cn2nc3c(cc2=O)CCCCC3)cc1,i,-2%,-2%,-5%,15%,4,i
CC(NS(=O)(=O)c1ccc2c(c1)CCN2C(=O)CCCC(=O)O)c1ccccc1 (configuration not stated),x,x,1%,17%,x,2,x
CCOC(=O)c1c(-c2ccccc2)csc1NC(=O)c1cc(-c2ccc(F)cc2)on1,x,x,20%,-2%,x,-7,x
COc1ccccc1-c1ccnc(N[C@H]2CO[C@H]3[C@@H]2OC[C@@H]3NC(=O)NC2CCCCC2)n1,2%,6%,17%,0%,u,-2,u
O=C(Nc1ccc(Oc2ccccc2)cc1)N[C@H]1CO[C@H]2[C@@H]1OC[C@@H]2n1nnnc1Oc1ccccc1,-9%,-22%,u,-19%,u,9,u
CNS(=O)(=O)c1cn(CC(=O)Nc2ccc(C)cc2C)cc1S(=O)(=O)NC,x,x,1%,9%,x,26,x
O=C(NC1CCCCC1)N1CCC(c2noc(-c3ccncc3)n2)C1 (configuration not stated),i,-4%,-10%,-11%,u,4,-26%
O=C(c1ccccc1)C(O)c1ccccc1 (configuration not stated),-6%,x,57%[25.6 µM],-2%[23.9 µM],x,20,x
CCNC(=O)N[C@H]1C[C@@H](Cc2cc(C(C)(C)C)on2)C1(C)C,-17%[88.5 µM],2%[172 µM],-1%[87.6 µM],-19%[87.6 µM],u,14,u
Cc1cc(C)c(CNC(=O)c2nc(-c3cccc(N4CCOCC4)c3)cc3[nH]ccc23)c(=O)[nH]1,-15%,1%,13%,-23%,u,-1,u
O=C(Cc1ccccn1)N1CCCC(C(=O)N2CCCC2c2nc3ccncc3[nH]2)C1 (configuration not stated),i,x,-13%,2%,i,0,3%
Cc1ccc(C(=O)N2CCCC(C(=O)N3CCC4(CC3)CC(=O)Nc3ccccc3O4)C2)cc1 (configuration not stated),2%,x,-2%,-10%,u,-6,-17%
Cc1c(CC(=O)NC(C)C2CC2)c2c(n1Cc1ccccc1F)CCCC2=O (configuration not stated),i,-5%,u,-5%,u,-6,u
CC(Cn1cncn1)C(=O)N1CCC2(CC1)CN(CCOc1ccccc1)C(=O)O2 (configuration not stated),0%,5%,19%,-8%,-2%,-1,-2%
O=C(c1ccccc1F)N1CCCC(C(=O)N2CCC(c3nc4ncccc4[nH]3)C2)C1 (configuration not stated),i,x,13%,-2%,i,8,-5%
O=C(NCc1ccccc1F)c1ccc2c(c1)CN(Cc1ccc(O)c(F)c1)CCO2,i,7%,214%[activator],u,u,29,-23%
COc1ccc(-n2cc(C(=O)NCCc3cc(OC)ccc3OC)c3ccccc3c2=O)cc1,x,x,-12%,-11%,x,-12,x
COc1cc(C(=O)N2CCC(N3CCN(C)CC3)CC2)ccc1Nc1ncc2c(n1)N(C)c1ccccc1C(=O)N2C,-5%&-5%,x,62%[activator],u,x,4,x
Cc1ccc(C)c(C(=O)N2CC(C(=O)NCCc3ccncc3)C3(CCOCC3)C2)c1 (configuration not stated),i,6%,23%,12%,i,-3,4%
Cc1cc(CC(C)n2ccnc2-c2cc3n(n2)CCCNC3)n[nH]1 (configuration not stated),5%,-4%,9%,8%,-4%,4,i
COc1ccc(NC(=O)Cn2c(C)cc3nc4n(c(=O)c32)CCC4)cc1Cl,i,16%,-18%,-12%,-19%,3,-12%
CC(C)CN(CCCNC(=O)CN1N=C(c2ccccc2)CCC1=O)CC(C)C,x,x,35%,4%,x,-2,x
O=C(c1ccsc1)N1CCC(N2CC(OCC3CC3)C23CCOCC3)CC1 (configuration not stated),-9%,x,30%[activator],15%,-24%,1,-23%
O=C(NC1CCOCC1)C1=NO[C@@H]2CN(c3ccc(F)c(Cl)c3)C[C@H]12,-11%[88.5 µM],2%[172 µM],-18%[87.6 µM],-3%[87.6 µM],u,-4,u
C[S+](=O)([O-])N1CCC2CC(=O)NCCC2C1 (configuration not stated),3%[88.5 µM],x,18%[87.6 µM],7%[87.6 µM],-7%[230 µM],-8,-8%[174 µM]
O=C(c1ccc2c(c1)OCO2)N1CC(Oc2ccc(F)cc2F)C1,-2%,x,71%[activator],-13%,u,-5,u
N#Cc1cccc(CN2CC[C@H](c3nc4ccccc4o3)C2)c1,i,0%[172 µM],7%[87.6 µM],-7%[87.6 µM],u,8,u

# Pulled by structure from the list above, 2 records:
SMILES,GPT2 inh,FLuc inh,SNCA expr inh,SNCA viab count,HEK cytotox,IP6K1 inh,NIH3T3 tox
Cc1ccc(C)c(C(=O)N2CC(C(=O)NCCc3ccncc3)C3(CCOCC3)C2)c1 (configuration not stated),i,6%,23%,12%,i,-3,4%
O=C(c1ccc2c(c1)OCO2)N1CC(Oc2ccc(F)cc2F)C1,-2%,x,71%[activator],-13%,u,-5,u

# Screening results: PubChem, National Center for Advancing Translational Sciences (NCATS)

# Only part of the results is shown; rates above refer to the full screens.
